# LAP4 TOR yeast: yeast TOR pathway LAP4-GFP modulation; S. cerevisiae LAP4-GFP multiplex, flow cytometry GFP, 3 h; median GFP as percent of DMSO wells; GFP response vs DMSO, % at 10 µM; 0.34% of 320,000 active; AID 2023;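 active = GFP response vs DMSO above a set limit, about the screen mean plus 3 SD, cut at about 150% in these data; inconclusive = under 70 cell events counted for the yeast strain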
# MEP2 TOR yeast: alters MEP2-GFP fluorescence in TOR pathway yeast screen. S. cerevisiae MEP2-GFP strain, flow cytometry GFP, 3 h; 100% = DMSO control level. 0.51% of 330,000 active. GFP response vs DMSO, % at 10 µM. AID 2016;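 active = GFP response versus DMSO above a set limit, roughly screen mean plus 3 SD, cut at about 180% in these data; inconclusive = fewer than 70 cells counted for a yeast strain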;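 also: median GFP fluorescence of the barcode-gated MEP2-GFP cells per well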
# GRK2 aptamer HTS: inhibitors of human GRK2 displacing RNA aptamer. P25098. bead flow cytometry, FAM-aptamer displacement from GRK2. inhibition of aptamer binding, % at 10 µM. 0.59% of 330,000 active;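 active = inhibition of aptamer binding above 40%, roughly 3 SD of noise, on plates passing a quality check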;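 also: median bead fluorescence of bound FAM aptamer so fluorescent compounds give negative values; no value below 0 was filed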
# Target sequence (P25098 whole entry, looked up): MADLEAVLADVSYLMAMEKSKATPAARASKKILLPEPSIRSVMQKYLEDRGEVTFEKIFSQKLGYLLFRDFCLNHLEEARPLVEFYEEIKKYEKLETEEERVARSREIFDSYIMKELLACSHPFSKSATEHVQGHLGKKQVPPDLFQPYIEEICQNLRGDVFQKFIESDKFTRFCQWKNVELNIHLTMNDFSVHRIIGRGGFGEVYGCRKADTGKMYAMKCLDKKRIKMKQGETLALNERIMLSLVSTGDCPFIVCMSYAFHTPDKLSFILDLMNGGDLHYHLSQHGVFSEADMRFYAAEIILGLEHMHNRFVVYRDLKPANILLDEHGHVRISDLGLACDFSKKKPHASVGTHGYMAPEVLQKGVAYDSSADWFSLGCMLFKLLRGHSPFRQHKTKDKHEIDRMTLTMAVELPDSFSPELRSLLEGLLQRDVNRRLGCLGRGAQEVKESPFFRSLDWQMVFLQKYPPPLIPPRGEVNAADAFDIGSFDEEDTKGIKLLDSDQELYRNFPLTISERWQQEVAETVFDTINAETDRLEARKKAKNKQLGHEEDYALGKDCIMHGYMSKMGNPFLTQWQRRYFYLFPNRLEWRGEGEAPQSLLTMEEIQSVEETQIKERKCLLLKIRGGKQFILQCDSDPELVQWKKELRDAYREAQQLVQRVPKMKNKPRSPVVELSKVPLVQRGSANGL
# VLA-4 inh: inhibition in a human VLA-4 binding assay; P13612; VLA-4 expressing cells, ligand binding flow cytometry; inhibition, % (about 7 µM as worked out from the volumes in the protocol); 0.2% of 330,000 active; AID 2557; in the data active = inhibition above about 50%
# RPL19A-GFP yeast: modulators of TOR pathway RPL19A-GFP in S. cerevisiae | percent response vs DMSO, % at 10 µM | 0.3% of 330,000 active | AID 2025 | S. cerevisiae RPL19A-GFP strain, flow cytometry, 3 h; active compounds read low;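 active = percent response vs DMSO below 50%; inconclusive = fewer than 70 events counted for the yeast strain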;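 also: median channel GFP fluorescence of the barcoded RPL19A-GFP strain; ratio of sample median GFP to plate DMSO average so 100% = DMSO; lower means less RPL19A-GFP as with rapamycin TOR inhibition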
# CIT2 TOR yeast: alters CIT2-GFP fluorescence in TOR pathway yeast screen. S. cerevisiae CIT2-GFP strain, flow cytometry, 3 h; 100 means same as DMSO wells. GFP response vs DMSO, % at 10 µM. 0.065% of 320,000 active;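 active = GFP response relative to DMSO above a set limit, near the screen mean plus 3 SD, cut at about 150% in these data; inconclusive = Fewer than 70 cells measured for a yeast strain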;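 also: ratio of well median GFP fluorescence to mean of DMSO wells on the plate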
# GASC-1 inh: human JMJD2C demethylase inhibition; Q9H3R0; GST-JMJD2C(1-420) H3K9me3 demethylation, DELFIA europium; inhibition, % at 2.35 µM; 0.069% of 330,000 active;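 active = more than half of a compound's replicate wells show inhibition beyond 50%, single wells judged on their own value; inconclusive = some, but no more than half, of replicates pass 50% inhibition; inactive = no replicate passes 50% inhibition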;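 also: signal counts dimethyl H3K9 product captured on neutravidin plate; 0% = median of DMSO wells and 100% = 0.3 times that DMSO median; strong numbers were not always called active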
# Target sequence (Q9H3R0 1-420 limits assumed): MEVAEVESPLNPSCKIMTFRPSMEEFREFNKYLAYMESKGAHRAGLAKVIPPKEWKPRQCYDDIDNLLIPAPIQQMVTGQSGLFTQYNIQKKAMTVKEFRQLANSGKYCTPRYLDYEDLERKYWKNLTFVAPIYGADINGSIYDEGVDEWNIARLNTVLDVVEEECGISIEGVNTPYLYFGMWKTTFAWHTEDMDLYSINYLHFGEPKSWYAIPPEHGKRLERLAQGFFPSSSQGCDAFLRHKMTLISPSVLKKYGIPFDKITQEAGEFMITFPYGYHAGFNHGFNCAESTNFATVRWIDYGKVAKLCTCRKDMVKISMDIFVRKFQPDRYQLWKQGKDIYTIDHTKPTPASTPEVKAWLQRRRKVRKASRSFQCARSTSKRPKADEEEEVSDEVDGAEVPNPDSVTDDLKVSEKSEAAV
# AGP1-GFP MLPCN: modulators of TOR pathway AGP1-GFP in S. cerevisiae. S. cerevisiae AGP1-GFP multiplex flow cytometry, 3 h; GFP as percent of DMSO wells. GFP response vs DMSO, % at 10 µM. 0.02% of 320,000 active;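 active = GFP response relative to DMSO above a set limit, near screen average plus 3 SD, cut at about 150% in these data; inconclusive = fewer than 70 cells counted for the yeast strain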;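 also: median GFP channel fluorescence of the gated AGP1 strain per well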
# * hit, by the source's call; ? = inconclusive; / = no result given.
nr	LAP4 TOR yeast	MEP2 TOR yeast	GRK2 aptamer HTS	VLA-4 inh	RPL19A-GFP yeast	CIT2 TOR yeast	GASC-1 inh	AGP1-GFP MLPCN	Compound
1	121	115	0	27	112	120	-7	120	Cc1cc(C)cc(NC(=S)NC2CC3CCCC(C2)N3C2CC2)c1 (stereo not drawn)
2	91	99	0	-8	93	93	13	96	C=CCOc1c(Br)cc(CNn2nnnc2N)cc1OCC
3	78	103	0	4	131	83	0	93	CCOc1ccccc1NC(=O)NNC(=O)CCc1ccc(OC)cc1
4	99	104	3	-7	102	107	-3	105	COC(=O)c1[nH]c2c(c1C)C(=O)CC(c1cc(OC)ccc1OC)C2 (stereo not drawn)
5	118	106	4	7	111	99	21	105	COc1ccc(/C(N)=N/OC(=O)c2ccc([N+](=O)[O-])c(C)c2)cc1OC
6	100	104	0	3	102	98	-1	97	C=CCn1cccc(C(=O)Nc2ccc(C)c(C)c2)c1=O
7	99	107	4	-18	100	99	0	100	COc1ccc(CN(C)CC(=O)Nc2ccccc2C(F)(F)F)cc1
8	95	102	0	10	101	101	18	98	COc1ccc(NC(=S)c2ccc(N(C)C)cc2)cc1
9	94	99	0	2	98	104	4	105	CCCCn1c(=O)n(CC(=O)Nc2ccc(C)c(Cl)c2)c(=O)c2c1ncn2Cc1ccco1
10	113	99	2	7	116	112	0	111	O=C(O)CC(NC(=O)C1CCCCC1)c1cc([N+](=O)[O-])ccc1Cl (stereo not drawn)
11	94	101	0	11	104	95	-3	99	O=C(CCCc1ccccc1)NCc1ccc(F)cc1
12	82	87	0	4	84	/	1	86	CCNC(=O)CN(c1ccc(C)cc1)S(=O)(=O)c1ccccc1
13	109	99	0	2	95	95	3	103	Cn1nccc1NC(=O)c1nccnc1C(=O)O
14	108	116	0	0	105	103	-3	101	COc1ccccc1Nc1nc(N)nc(CSC(=S)N2CCC(C)CC2)n1
15	93	97	12	9	96	87	15	98	COc1ccc(C2/C=C\CN(C(=O)c3ccccc3)CC(=O)N2Cc2ccc(F)cc2)cc1 (stereo not drawn)
16	98	101	0	13	95	98	-6	99	CCOc1cccc(C(=O)NC(=S)Nc2cccc(C)c2)c1
17	99	98	0	0	93	88	-4	99	CCOC(=O)c1[nH]cnc1C(=O)Nc1ccccc1OC
18	114	92	3	-25	91	92	8	94	CCn1cc(C(=O)NCCc2ccccc2)c(=O)c2cc(S(=O)(=O)N3CCCC3)ccc21
19	97	100	0	6	97	87	-1	97	CCN(C(=O)CN1C(=O)NC2(CCc3ccccc32)C1=O)C1CCS(=O)(=O)C1 (stereo not drawn)
20	100	94	0	45	102	101	3	103	CCc1nnc(NC(=O)CCC(=O)O)s1
21	117	110	1	2	100	107	2	/	Cc1c(Cl)cccc1-c1ccc(/C=N/n2cnnc2)o1
22	101	95	2	-10	100	92	1	94	Cc1ccc(O)c(NC(=O)c2ccco2)c1
23	100	95	0	1	99	97	1	101	COC(=O)Cn1c(=NC(=O)CSCC(=O)NC2CCCCC2)sc2cc(OC)ccc21
24	118	109	0	11	109	118	8	115	Cc1oc(-c2ccccc2Cl)nc1CS(=O)(=O)CC(=O)NC(C)c1ccccc1 (stereo not drawn)
25	94	101	0	-1	102	92	5	100	O=S1(=O)CCN2C(c3ccc4c(c3)CCCC4)=CSC2=N1
26	111	100	0	2	96	99	3	107	CCN(CC)S(=O)(=O)c1ccc(C(=O)NCCN(C)C)cc1
27	87	96	0	26	96	94	7	95	COc1cc(N(C(=O)Cc2cccs2)C(C(=O)NC2CCCCC2)c2ccc(C)cc2)ccc1-n1cnnn1 (stereo not drawn)
28	100	114	1	-3	98	101	-3	98	CCOC(=O)c1ccccc1NC(=O)COC(=O)CSc1ccccc1
29	92	102	0	28	99	94	49	100	Fc1ccc(CSc2nnc(-c3cccnc3)n2Cc2ccco2)cc1
30	84	104	0	8	103	101	3	94	O[C@@H]1CN(C2CCCCC2)CC[C@H]1N1CCN(CCc2ccccc2)CC1
31	80	98	1	11	96	88	9	95	C=CCn1c(=O)c2ccccc2n2c(SCC(C)=O)nnc12
32	83	85	0	11	105	89	3	92	CC(=O)c1cccc(NC(=O)COc2ccc(S(=O)(=O)N3CCOCC3)cc2)c1
33	99	101	0	15	98	100	-14	99	Cc1ccc(S(=O)(=O)N2CCCCC2)cc1NC(=O)COc1ccccc1
34	93	102	0	12	107	112	0	110	CC(OC(=O)c1ccc(S(=O)(=O)N(C)c2ccccc2)cc1)C(=O)NCCC1=CCCCC1 (stereo not drawn)
35	104	105	1	6	98	104	7	107	O=C(c1cc2nc(-c3ccco3)cc(C(F)(F)F)n2n1)N1CCc2ccccc2C1
36	89	99	0	16	102	104	-2	101	CCc1nnc(NC(=O)CSc2ccc(-c3nc4ccc(C)cc4[nH]3)cn2)s1
37	97	111	2	-12	95	106	-7	99	COc1ccc(Nc2ncc(C(=O)N3CCC(C(N)=O)CC3)c3ccccc23)cc1
38	99	97	2	-8	95	101	9	100	COC(=O)C1=C(C)N(c2ccc(OC)c(OC)c2)C(=O)/C1=C\c1cccs1
39	97	96	1	-2	95	99	-21	101	Cc1noc(C)c1CSCC(=O)N(C)CC(=O)Nc1ccccc1Cl
40	103	101	0	-17	97	109	3	104	COc1ccccc1CNC(=S)Nc1ccc2nc(N3CCN(C)CC3)cc(C)c2c1
41	86	102	0	8	108	104	5	101	NCCSC1CC(=O)N(c2ccc(F)cc2)C1=O (stereo not drawn)
42	97	99	0	-12	98	93	-15	93	O=S(=O)(c1ccc(Cl)cc1)N1CCCCCC1
43	95	96	0	1	99	98	10	/	CCCN1CCN(CCCNC(=O)CCNC(=O)Cn2ccc3ccccc3c2=O)CC1
44	104	103	0	-7	103	104	-6	106	O=C(Nc1ccc(F)cc1)Nc1cnccn1
45	92	101	0	-8	99	105	0	102	CCC(C)NC(=O)CNS(=O)(=O)c1ccc(C)cc1 (stereo not drawn)
46	99	110	1	-1	105	102	-1	110	CC(=O)c1cccc(NC(=O)c2ccc(S(=O)(=O)N3CCCC3)cc2)c1
47	95	96	1	11	92	92	-3	92	O=C(O)c1ccc(COc2ccccc2/C=C2\NC(=O)N(Cc3ccc(F)cc3)C2=O)cc1
48	109	102	4	6	99	85	-3	97	CC1CCc2cc(F)ccc2N1C(=O)c1ccc2c(c1)OCO2 (stereo not drawn)
49	96	99	0	12	99	105	-3	102	O=[N+]([O-])c1ccc(N=NN(CCO)CCO)cc1
50	98	108	0	-1	104	102	5	99	O=C1CCC([N+](=O)[O-])C(c2ccccc2Br)N1 (stereo not drawn)
51	110	97	2	-3	97	99	3	107	CC(=O)N1CCN(S(=O)(=O)c2ccc(C)c([N+](=O)[O-])c2)C1C(C)C (stereo not drawn)
52	109	99	0	21	94	86	-5	97	O=C1/C(=C/c2cccnc2)CCc2c1[nH]c1ccccc21
53	88	89	0	6	100	101	1	/	Cc1cc(C)cc(NC(=O)CSc2nnc(CNC(=O)c3cccs3)o2)c1
54	97	105	0	8	101	101	4	104	CCC(C)NC(=O)c1cc(S(=O)(=O)N2CCCCC2)c[nH]1 (stereo not drawn)
55	100	105	0	8	102	96	-1	106	CCC(C(=O)NCCc1ccc(OC)cc1OC)n1nc(C)n2c(cc3occc32)c1=O (stereo not drawn)
56	86	98	0	2	98	100	-11	97	CN(C)S(=O)(=O)c1cccc(NC(=O)COC(=O)CCOc2ccccc2)c1
57	98	104	0	15	93	89	-34	94	COc1ccc(C2CC(=O)Oc3cc(O)cc(O)c32)cc1 (stereo not drawn)
58	90	127	1	-9	98	124	-3	100	CCOc1ccc(CNC(c2ccccc2)c2ccccc2)cc1
59	99	111	0	5	101	111	0	102	CC(OC(=O)[C@@H]1CCCN1C(=O)c1cccs1)C(=O)Nc1cccc([N+](=O)[O-])c1 (stereo partly drawn)
60	105	109	4	7	99	114	1	117	Cc1ccc(NC(=S)NC2CCCCC2)cc1S(=O)(=O)N(C)C

# The last 2 compounds of the section before come first, to join the parts:
nr	LAP4 TOR yeast	MEP2 TOR yeast	GRK2 aptamer HTS	VLA-4 inh	RPL19A-GFP yeast	CIT2 TOR yeast	GASC-1 inh	AGP1-GFP MLPCN	Compound
59	99	111	0	5	101	111	0	102	CC(OC(=O)[C@@H]1CCCN1C(=O)c1cccs1)C(=O)Nc1cccc([N+](=O)[O-])c1 (stereo partly drawn)
60	105	109	4	7	99	114	1	117	Cc1ccc(NC(=S)NC2CCCCC2)cc1S(=O)(=O)N(C)C
61	95	101	0	-3	98	94	0	97	CCOc1ccc(NC(=O)c2cccc3ccccc23)cc1
62	92	92	0	2	91	93	-3	90	COc1ccc(-c2c(-c3ccc(O)cc3O)n[nH]c2C)cc1OC
63	107	97	1	15	96	93	-2	97	COC(=O)c1sccc1NC(=S)N1CCN(C)CC1
64	96	102	2	8	104	96	-6	105	COc1ccc(S(=O)(=O)N(C(C)=O)c2ccc(OC(C)=O)c3ccccc23)cc1[N+](=O)[O-]
65	89	90	0	-45	90	87	-9	92	C/C(=N/NC(=O)c1sc(NS(=O)(=O)c2ccc(C)cc2)nc1C)c1sc(N)nc1C
66	90	97	4	1	103	103	?	100	CCN(CCO)C(=S)Nc1cc(C(=O)OC)ccc1C(=O)OC
67	98	107	0	-5	105	89	4	105	CCOC(=O)C1CCN(c2ncnc3c2nnn3Cc2ccccc2Cl)CC1
68	108	103	0	8	98	104	1	103	COc1ccccc1C(=O)NCCC(=O)N1CCN(S(=O)(=O)c2ccc(Cl)cc2)CC1
69	98	100	0	7	97	99	14	100	COC(=O)c1cc(S(=O)(=O)NCCc2sccc2C)c[nH]1
70	94	113	0	4	101	101	3	92	COc1ccc(NC(=S)N(CCC(C)C)C2CCN(C(C)C)CC2)cc1
71	96	95	1	3	101	95	-4	99	COc1ccccc1NC(=O)c1ccc(Br)c(S(=O)(=O)N2CCCC2)c1
72	100	104	1	-1	100	93	-1	100	CC1CCC2(CC1)NC(CO)(CO)CO2 (stereo not drawn)
73	109	109	0	3	104	104	0	105	CCCC(=O)N1CCN(c2nnc(-c3ccccc3)c3ccccc23)CC1
74	114	109	1	0	104	103	-9	117	CC(=O)N1CC2(c3ccccc3)CN(C(C)=O)CC(c3ccccc3)(C1)C2=O
75	125	108	0	6	100	106	7	107	Cc1ccc(S(C)(=O)=NC(=O)c2cc(C)on2)cc1 (stereo not drawn)
76	104	107	0	3	108	103	-8	99	CN(CC(=O)OCC(=O)c1c(N)n(C)c(=O)n(C)c1=O)S(=O)(=O)c1ccc(Cl)cc1
77	107	93	0	14	93	94	-27	101	O=C(CNC(=O)c1ccccc1)NC1(C(=O)NC2CCCCC2)CCCCC1
78	107	113	0	14	105	111	-4	107	O=C(c1ccccc1F)N1CCN(S(=O)(=O)c2ccc(Br)cc2)CC1
79	114	105	3	7	99	91	4	91	N/C(=N\OC(=O)c1cccc(F)c1)c1ccccn1
80	101	96	0	11	98	87	9	102	Cc1cccc(C(=O)NC2CCN(CC(=O)N3CCOCC3)CC2)c1
81	105	104	1	2	105	107	15	110	Cc1ccc(S(=O)(=O)N(C)C)cc1NC(=S)N1CCN(Cc2ccc3c(c2)OCO3)CC1
82	104	107	0	9	104	109	6	104	Cc1cc(=O)oc(C)c1C(=O)OCC(=O)c1ccc(Cl)cc1
83	99	104	0	3	94	109	-13	101	Cc1cc([N+](=O)[O-])ccc1NC(=O)C[n+]1ccc(N(C)C)cc1
84	99	100	0	-47	101	105	-2	110	CN1CC[C@@]2([C@@]34CCN(C)C3Nc3ccccc34)c3ccccc3NC12 (stereo partly drawn)
85	95	102	2	13	99	101	6	104	COC(=O)C1=C(C)NC(C)=C(C(=O)OC)C1c1ccccn1

# Rows are unselected. Share with any hit: about 1.7%.
